Screening data: PubChem BioAssay, National Center for Advancing Translational Sciences (NCATS)
ERG Ets-DNA blk – qHTS for Small Molecule Inhibitors of the ERG Ets/DNA interaction | fluorescence polarization, His-ERG Ets domain / labelled DNA | Potency, µM (highest dose often 76.9 µM), for inactives: at the highest dose FP activity, negative = inhibition, most hits filed as inhibitors | Transcriptional regulator ERG (Homo sapiens), P11308 | AID 624246, 2012 | 370,000 tested, 0.028% active; active = well fitted inhibition curve with a large enough effect in the polarisation, with a control signal flat; inconclusive = small, poorly fitted or top-dose-only effect, or effect the other way, or a change in a side signal; inactive = no such curve, though single readings can be large or run the other way; the % refers to the polarisation;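 note: polarization taken with two DNA probes labelled with fluorescein and Texas red; potency is the fitted concentration of half-maximal effect; % of control where 0% means no effect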
Target sequence (P11308 whole entry, looked up, the tested form may be a part): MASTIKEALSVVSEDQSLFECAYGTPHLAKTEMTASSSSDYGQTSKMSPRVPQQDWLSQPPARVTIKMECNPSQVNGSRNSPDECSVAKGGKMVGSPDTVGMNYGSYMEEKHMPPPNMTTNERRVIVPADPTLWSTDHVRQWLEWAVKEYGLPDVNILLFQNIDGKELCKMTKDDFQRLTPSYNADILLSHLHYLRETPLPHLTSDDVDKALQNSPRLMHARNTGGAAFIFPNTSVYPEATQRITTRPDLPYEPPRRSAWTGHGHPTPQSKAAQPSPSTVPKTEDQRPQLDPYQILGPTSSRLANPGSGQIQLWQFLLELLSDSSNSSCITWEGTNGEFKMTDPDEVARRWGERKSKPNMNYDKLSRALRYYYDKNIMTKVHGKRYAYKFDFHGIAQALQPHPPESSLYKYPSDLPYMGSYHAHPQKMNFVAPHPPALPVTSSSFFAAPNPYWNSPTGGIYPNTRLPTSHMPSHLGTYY
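His-tagged ERG Ets domain (1 uM in the protein solution; 300mM KCl, 50mM Tris-HCl, 1mM EDTA, 1mM DTT, pH 7.5) received compound, then a probe mix of 5 nM fluorescein-DNA and 100nM Texas-615-DNA. Fluorescence polarization was read for both dyes.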
LDHA block – qHTS assay for inhibitors of human lactate dehydrogenase; 480,000 tested, 0.15% active; activity change, % (values are at about 110 or 230 µM); purified LDHA, NADH/diaphorase-resazurin fluorescence; hits give low values; in the data active = activity change below about -30%; inconclusive = mostly about -25% to -30%;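 note: plate controls were DMSO wells for no effect and wells without enzyme for full effect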
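Remaining NADH was detected by diaphorase (0.133 mg/mL) converting 37 µM resazurin to fluorescent resorufin, read at 0 and 20 minutes. The preceding 5-minute room-temperature reaction used 2 nM LDHA, 0.2 mM sodium pyruvate and 0.06 mM NADH at pH 7.4.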
RGS4 inh – Inhibitors of Regulator of G Protein Signaling (RGS) 4: qHTS; Transcreener GDP fluorescence polarization, RGS4-accelerated GTP hydrolysis; Potency, µM (top dose mostly 114 µM), inactives show at the top dose activity change, negative = inhibition, most hits filed as inhibitors; 390,000 tested, 0.039% active; AID 504845, 2011; note: potency is the fitted concentration of half-maximal effect; % is set by controls: 0 for no effect and ±100 for the full control effect; nearly all actives have a fitted effect of over 75% in size; some results filed as inactive show a strong effect at the top dose
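MLSMR compounds (23 nl, pin-transferred) preincubated 10 min at room temperature with a 500nM (2x) first reagent, then RGS4 at 900nM (2x) plus Transcreener GDP mix added; fluorescence polarization (620/688 nm) read before and after 90 min at 30 °C.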
ALOX12 inh – Primary qHTS assay for inhibitors of human arachidonate 12S-lipoxygenase (ALOX12): Round 2 | Polyunsaturated fatty acid lipoxygenase ALOX12 (Homo sapiens), P18054 | purified 12hLO, xylenol orange hydroperoxide absorbance | Potency, µM (series often up to 108 µM), for the others: top-dose activity change, negative = inhibition, usual class: inhibitors | 580,000 tested, 1.1% active | AID 1671190, 2021; note: potency is the fitted concentration of half-maximal effect; % is set by controls: 0 for no effect and ±100 for the full control effect
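Purified human 12hLO (150 nM final) in 25 mM Hepes, 0.01% Triton X-100, pH 7.0 was preincubated 15 min at room temperature with compound. Then 40 uM arachidonic acid was added, 30 min. Hydroperoxide was read by Fe-XO absorbance ratio 573/405 nm.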
Vif-A3F inh – qHTS for Inhibitors of Vif-A3F Interactions: qHTS; HeLa A3F-eYFP + Vif (tagged APOBEC3F with the HIV-1 protein that degrades it), YFP fluorescence increase; Potency, µM (series often up to 46.1 µM), for inactives: at the top dose activity, negative = active; 390,000 tested, 0.2% active; AID 602313, 2012; note: potency is the fitted concentration of half-maximal effect; % of control where 0% means no effect; nearly all actives have a fitted effect of over 65% in size
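HeLa cells stably expressing Vif plus C-terminally eYFP-tagged A3F were seeded, incubated overnight at 37 deg C, dosed with compound, incubated overnight again at 37 deg C. Yellow fluorescence (Ex 488/Em 500-530) reported blocked Vif-mediated A3F-eYFP degradation.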
GRP78 ERSR act – qHTS for Inducers of the Endoplasmic Reticulum Stress Response (ERSR) in Human Glioma: qHTS. Potency, µM, for inactives: at the top dose activation, actives largely listed as activators. 420,000 tested, 0.02% active. U87-MG GRP78 promoter luciferase reporter, 16 h; note: potency is the fitted concentration of half-maximal effect; series mostly up to about 76 µM; % of control where 0% means no effect; nearly all actives have a fitted effect of over 35% in size
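ERSR induction read as luciferase luminescence (Bright-Glo, 10 min at room temperature) in stably transfected human U87-MG glioma cells exposed to compounds for 16 h, using GRP78 as sensor.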
Vif-A3G inh – qHTS for Inhibitors of Vif-A3G Interactions: qHTS | DNA dC->dU-editing enzyme APOBEC-3G (Homo sapiens), Q9HC16 | HeLa A3G-eYFP + Vif (tagged APOBEC3G with the HIV-1 protein that degrades it), YFP fluorescence, overnight | Potency, µM (highest dose often 46.1 µM), inactives show at the highest dose activity, negative = active, usual class: inhibitors | 410,000 tested, 0.076% active | AID 602310, 2012;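 note: potency is the fitted concentration of half-maximal effect; % is set by controls: 0 for no effect and ±100 for the full control effect; nearly all actives have a fitted effect of over 60% in size; hits raise eYFP signal because A3G escapes Vif-driven loss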
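Read-out is eYFP fluorescence (Ex 488/Em 500-530) from Vif-expressing HeLa A3G-eYFP cells; more signal means A3G escaped Vif-mediated degradation. Cells plated overnight, compound pinned in, incubated overnight at 37 deg C.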
D2 agonist – HTS Assay for Allosteric Agonists of the Human D2 Dopamine Receptor: Primary Screen for Agonists; HEK293 T-REx D2 cells, calcium flux agonist mode; D(2) dopamine receptor (Homo sapiens), P14416; activation, % at 2 µM; 340,000 tested, 0.53% active;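 active = activation over 3 SD above normal in the single-dose calcium agonist read, cut at about 30% in these data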; note: 0% is about no effect
Target sequence (P14416 whole entry, looked up): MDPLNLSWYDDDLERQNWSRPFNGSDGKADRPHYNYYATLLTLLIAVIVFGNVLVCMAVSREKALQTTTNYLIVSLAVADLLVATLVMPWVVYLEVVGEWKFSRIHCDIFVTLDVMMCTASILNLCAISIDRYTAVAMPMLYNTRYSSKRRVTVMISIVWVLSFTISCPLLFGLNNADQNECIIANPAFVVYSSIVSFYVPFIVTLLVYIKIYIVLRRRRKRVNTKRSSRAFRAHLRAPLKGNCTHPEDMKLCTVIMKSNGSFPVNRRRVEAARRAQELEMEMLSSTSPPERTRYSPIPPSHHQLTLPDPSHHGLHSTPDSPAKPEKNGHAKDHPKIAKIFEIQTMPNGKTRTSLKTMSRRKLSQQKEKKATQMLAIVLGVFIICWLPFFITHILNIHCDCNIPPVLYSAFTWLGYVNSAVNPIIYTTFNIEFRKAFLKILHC
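In this primary screen, compounds producing a positive calcium signal within 180 s of addition to tetracycline-induced, force-coupled HEK293 Trex D2 cells are flagged; cells are dye-loaded with a no-wash calcium kit beforehand.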
D2 antagonist – HTS Assay for Allosteric Antagonists of the Human D2 Dopamine Receptor: Primary Screen for Antagonists. 340,000 tested, 2% active. HEK293 TREx D2 cells, calcium flux, dopamine EC80. inhibition, % at 10 µM. D(2) dopamine receptor (Homo sapiens), P14416; in the data active = inhibition above about 30%; note: 0% is about no effect
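Tetracycline-induced HEK293 TREx cells expressing D2 receptor forced-coupled to calcium signalling, loaded with no-wash calcium dye. Compounds added and calcium flux read 180 s, then dopamine added at EC80 and read a further 180 s.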
* = called active by the depositor; i = inactive; ? = inconclusive; · = no result given; & = joins results of further samples; [ ] = another dose, or the depositor's remark. Unless noted, calls come from the whole dose curve; as a rule, active = well fitted curve in the direction sought with a large enough effect; inconclusive = small, poorly fitted or top-dose-only effect, or another doubt; inactive = no such curve, though single readings can be large; an effect the other way counts as inactive or inconclusive. Some of the compounds tested; the hit share may differ from the screen's.

SMILES	ERG Ets-DNA blk	LDHA block	RGS4 inh	ALOX12 inh	Vif-A3F inh	GRP78 ERSR act	Vif-A3G inh	D2 agonist	D2 antagonist
CCOC(=O)C(NC(=O)c1cccnc1)(Nc1cccc(C)n1)C(F)(F)F (stereo not drawn)	-3%	-4	9%	498%[activator]	0%	0%	1%	-0.1	8
Cc1cc(C(=O)N/N=C/c2ccccc2[N+](=O)[O-])c(C)o1	9%	-3	33%	0%	-9%	12%	-1%	0.2	3
COc1ccc(-c2nnc(SCc3cc(=O)c4cc(C)cc(C)c4[nH]3)n2C)cc1	-1%	-1	12%	-21%	2%	-3%	1%	-0.4	·
COCc1cc(C)nc(SCc2ccc(F)cc2)c1C#N	-1%	-2	?	0%	-3%	0%	-3%	0.3	42*
CCOC(=O)CN1C(=O)S/C(=C/c2ccc(C)o2)C1=O	5%	11	-18%	?	3%	-4%	-6%	-0.1	0
Cn1ccnc1SCC(=O)NC1CC1	-3%	-3	8%	0%	-14%	-2%	1%	·	·
Cc1ccsc1CN(C)C(=O)c1ccc(Oc2ccccc2)cc1	1%	3	-21%	0%	-5%	1%	0%	-0.8	-7
Cc1ccc(S(=O)(=O)N2CCCC(C(=O)NCCc3ccc(Cl)cc3)C2)cc1 (stereo not drawn)	·	-6	·	?	-5%	-3%	3%	·	·
O=C(COc1ccccc1F)OCc1cc(=O)n2nc(C3CC3)sc2n1	2%	-3	-6%	-23%	1%	0%	-5%	·	·
CC(C)NC(=O)CSc1nnc(-c2ccc(S(=O)(=O)N3CCCC3)cc2)n1CC1CCCO1 (stereo not drawn)	-8%	-1	-11%	0%	7%	-1%	1%	0.2	-15
CC1CCCC(C)N1CCCNC(=O)c1cc2c(s1)-c1ccccc1OC2 (stereo not drawn)	4%	1	-14%	-27%	4%	-3%	1%	0.0	-23
Cc1cc(Cl)ccc1NNC(=O)c1cccs1	-5%	8	-39%	?	5%	-3%	-2%	-1.4	-22
CCOC(=O)c1c(C)oc2ccc(OCC(=O)C(C)(C)C)cc12	5%	-4	5%	0%	1%	3%	-7%	1.6	8
Cc1ccsc1CN(C)C(=O)C(NC(=O)c1cccc(S(=O)(=O)N2CCOCC2)c1)C(C)C (stereo not drawn)	6%	0	-5%	-3%	-4%	-1%	2%	0.6	-6
CCn1nc(C)c(C(=O)Nc2cc(Oc3cc(C)cc(C)c3)cc([N+](=O)[O-])c2)c1C	-3%	2	23%	-12%	-8%	-1%	-14%	0.7	7
Cc1ccc(S(=O)(=O)Nc2c(C)n(C)n(-c3ccccc3)c2=O)cc1C(=O)NCc1ccco1	3%	-3	-13%	2%	-7%	0%	-1%	·	·
CCc1nc2ccc(C(=O)NCCOc3ccc(OC)cc3)cn2c1N(C)C(=O)Cc1ccccc1	·	-5	·	-14%	·	3%	-3%	·	·
Cc1cc(NC(=O)C2CC(c3cccc(Br)c3)=NO2)no1 (stereo not drawn)	·	4	-19%	6%	1%	-2%	2%	-0.2	1
N#CCC(=O)NCC1(c2ccccc2)CCCC1	6%	-9	39%	i	0%	-1%	-3%	0.6	-41
COc1ccc(OC)c(/C=C/C(=O)c2ccc3c(c2)OCO3)c1	-12%	1	-18%	24%	2%	?	-19%	1.1	6
O=C(C1CCC1)N1CCN(S(=O)(=O)c2ccc(F)cc2)CC1	12%	-3	-27%	-12%	1%	-4%	-1%	-0.9	4
COc1cccc(-n2cc(C(=O)Oc3ccc(F)cc3)c3ccccc3c2=O)c1	1%	1	-2%	-11%	-6%	-5%	-4%	1.4	·
Nc1ncc(CN2CCCC(C(=O)Nc3ccc(-c4ccco4)cc3)C2)cn1 (stereo not drawn)	7%	0	-20%	-13%	-22%	-4%	-5%	0.6	-51
O=C1CCSc2ccc(Cl)cc2N1Cc1cccc(Cl)c1	-9%	3	-25%	280%[activator]	-14%	-2%	-25%	-0.2	33*
CCOC(=O)C(=NC(C)CC)NNc1cccc(C(F)(F)F)c1 (stereo not drawn)	2%	2	-28%	?	-10%	-4%	-1%	0.6	10
COc1ccc(N2C(=O)CCC(C(=O)N(C)CCc3ccccn3)C2c2ccc(OC)c(OC)c2)cc1 (stereo not drawn)	11%	-3	11%	48%[activator]	-9%	-6%	2%	-0.6	17
COc1cc(OC)cc(C(=O)N[C@H](C(=O)Nc2nc(-c3ccc(F)c(F)c3)cs2)C(C)C)c1	4%	-4	-8%	?	-1%	1%	-1%	1.0	7
CC(=O)NC1C(=O)N=C(SC(C)C(=O)Nc2cccc(Cl)c2)NC1=O (stereo not drawn)	0%	-4	-13%	11%	-8%	-3%	-6%	0.6	4
COc1cc([N+](=O)[O-])c2ncccc2c1	·	0	0%	·	·	-2%	-3%	·	·
Cc1nc(/C=C\C(=O)O)c2cc(C)oc2n1	-7%	-7	13%	7%	-5%	-1%	2%	0.4	-10
Cc1ccc2nc(-c3ccccn3)cc(C(=O)Nc3ccc(S(=O)(=O)N4CCOCC4)cc3)c2c1	-3%	-4	-53%	7%	-13%	1%	0%	-0.2	-7
COC(=O)c1ccc(Oc2ccc(C(F)(F)F)cn2)cc1	1%	-2	-4%	-1%	-11%	-1%	1%	-1.2	3
COc1ccc(/C(C)=N/Nc2nc(C)cc(-c3ccccc3)n2)cc1	0%	-5	-4%	0%	7%	-2%	-1%	·	·
COc1ccc(Cl)cc1C(=O)O/N=C(\N)c1ccncc1	-3%	1	-21%	36%[activator]	?	6%	1%	2.2	15
Cn1c(N)c(C(=O)COC(=O)CCC(=O)c2ccc(F)cc2)c(=O)n(C)c1=O	-1%	-5	19%	2%	-18%	3%	6%	2.0	29
COc1ccccc1/C=C/C(=O)NNC(=O)c1cccs1	1%	-1	5%	4%	1%	2%	0%	-0.3	23
CCC(C)NC(=O)C(CCSC)NC(=O)c1ccccc1 (stereo not drawn)	9%	-5	-7%	-4%	0%	-3%	3%	0.8	23
CCNc1c(NS(=O)(=O)c2ccc([N+](=O)[O-])cc2)c(=O)oc2ccccc12	-1%	-5	-3%	-8%	-7%	-2%	3%	·	·
COc1ccc(C2Nc3cccc4cccc(c34)N2)cc1	-7%	2&5	-27%[11.4 µM]	?	-3%	3%	1%	-0.1	-3
COc1ccc(-n2nc(C(=O)Nc3cc(OC)c(OC)c(OC)c3)c(=O)n(C)c2=O)cc1	-1%	4	9%	?	-1%	4%	-9%	-2.5	·

Exported with two lines to a compound: part of the list above
Order of values – ERG Ets-DNA blk | LDHA block | RGS4 inh | ALOX12 inh | Vif-A3F inh | GRP78 ERSR act | Vif-A3G inh | D2 agonist | D2 antagonist
- Cc1nc(/C=C\C(=O)O)c2cc(C)oc2n1
→ -7% | -7 | 13% | 7% | -5% | -1% | 2% | 0.4 | -10
- Cc1ccc2nc(-c3ccccn3)cc(C(=O)Nc3ccc(S(=O)(=O)N4CCOCC4)cc3)c2c1
→ -3% | -4 | -53% | 7% | -13% | 1% | 0% | -0.2 | -7
- COC(=O)c1ccc(Oc2ccc(C(F)(F)F)cn2)cc1
→ 1% | -2 | -4% | -1% | -11% | -1% | 1% | -1.2 | 3

Carrying on.
SMILES	ERG Ets-DNA blk	LDHA block	RGS4 inh	ALOX12 inh	Vif-A3F inh	GRP78 ERSR act	Vif-A3G inh	D2 agonist	D2 antagonist
O=C(c1ccccc1)N1CCN(Cc2ccccc2Br)CC1	-4%	-12	-4%	?	·	5%	-1%	·	·
COc1ccc(NC(=O)c2nc[nH]c2C(=O)N2CCN(c3ccccc3)CC2)cc1	-4%	0	-14%	-2%	4%	-7%	1%	1.1	4
COc1cc2c(cc1OC)C1(CCCC1)C(N)=C2C#N	0%	-7	-29%	?	4%	-6%	-28%	0.1	-18
O=C(CCCCCCC(=O)c1ccccc1)c1ccccc1	-1%	-3	5%	5%	4%	-3%	2%	0.8	-6

Structures from the list above that contain a CF3 group (three):
SMILES	ERG Ets-DNA blk	LDHA block	RGS4 inh	ALOX12 inh	Vif-A3F inh	GRP78 ERSR act	Vif-A3G inh	D2 agonist	D2 antagonist
CCOC(=O)C(NC(=O)c1cccnc1)(Nc1cccc(C)n1)C(F)(F)F (stereo not drawn)	-3%	-4	9%	498%[activator]	0%	0%	1%	-0.1	8
CCOC(=O)C(=NC(C)CC)NNc1cccc(C(F)(F)F)c1 (stereo not drawn)	2%	2	-28%	?	-10%	-4%	-1%	0.6	10
COC(=O)c1ccc(Oc2ccc(C(F)(F)F)cn2)cc1	1%	-2	-4%	-1%	-11%	-1%	1%	-1.2	3
